# N370S GC mod: inhibits or activates N370S mutant glucocerebrosidase | P04062 | N370S GC spleen homogenate, 4MU-glucoside fluorescence | Potency, µM (series often up to 59.4 µM), without a hit: top-dose activity change, negative = inhibition, usual class: inhibitors | 0.092% of 330,000 active | AID 2101;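 further: 0% = full enzyme activity and -100% = no enzyme basal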
# FEN1 inhibitor: human FEN1 inhibition; P39748; Recombinant FEN1 flap cleavage, fluorescence, 15 min; Potency, µM (titrated, usually from 114 µM), without a hit: top-dose activity change, negative = inhibition, actives largely listed as inhibitors; 0.35% of 390,000 active; AID 588795; further: nearly all actives have a fitted effect of over 65% in size
#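 Steps: FEN1 (10 nM) dispensed; compound added by pin tool; 15 min at room temperature; substrate added to 50 nM final; reads at 0 min and 15 min; data normalized and fitted (four-parameter Hill).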
# KAT2A inh: inhibitors of human GCN5L2 histone acetyltransferase. Q92830. GCN5L2 HAT assay, ThioGlo1 CoA-SH fluorescence. Potency, µM (highest dose often 58.9 µM), inactives show at the highest dose activity change, negative = inhibition, actives largely listed as inhibitors. 0.21% of 390,000 active
# Target sequence (Q92830 whole entry, looked up): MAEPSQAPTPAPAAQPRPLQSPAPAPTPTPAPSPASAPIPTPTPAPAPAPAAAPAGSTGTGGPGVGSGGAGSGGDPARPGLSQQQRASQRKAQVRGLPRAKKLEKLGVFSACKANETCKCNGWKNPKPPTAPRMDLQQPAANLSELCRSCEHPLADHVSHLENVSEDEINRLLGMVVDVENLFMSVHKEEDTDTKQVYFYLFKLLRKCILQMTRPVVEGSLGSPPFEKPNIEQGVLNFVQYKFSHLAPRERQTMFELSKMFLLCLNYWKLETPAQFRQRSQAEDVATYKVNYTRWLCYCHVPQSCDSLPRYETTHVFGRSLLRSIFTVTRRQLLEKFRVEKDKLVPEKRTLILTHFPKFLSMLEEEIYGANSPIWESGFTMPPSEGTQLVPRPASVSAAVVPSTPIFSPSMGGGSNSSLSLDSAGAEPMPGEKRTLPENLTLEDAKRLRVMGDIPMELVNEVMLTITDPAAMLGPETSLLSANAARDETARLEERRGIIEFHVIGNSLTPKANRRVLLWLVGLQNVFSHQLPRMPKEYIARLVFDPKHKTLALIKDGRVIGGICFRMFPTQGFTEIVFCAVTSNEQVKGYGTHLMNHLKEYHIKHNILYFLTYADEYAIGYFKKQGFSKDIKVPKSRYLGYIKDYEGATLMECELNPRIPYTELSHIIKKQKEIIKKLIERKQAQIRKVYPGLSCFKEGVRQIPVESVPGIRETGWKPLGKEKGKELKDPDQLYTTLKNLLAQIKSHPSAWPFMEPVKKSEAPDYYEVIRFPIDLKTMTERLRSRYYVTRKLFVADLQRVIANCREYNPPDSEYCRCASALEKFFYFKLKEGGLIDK
#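 Enzyme at 20nM final was mixed with library compounds for 15 min at room temperature. Peptide H3(1-25) at 75uM, acetyl-CoA at 70uM and ThioGlo1 at 50uM were then added. Plates were read immediately and after 20 min (Ex340nm/Em540nm).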
# Starred values were filed as active, the others as inactive; ? = inconclusive; . = not tested or not shown; & = joins results of further samples; [ ] = another dose, or the depositor's remark. The call rests on the fitted dose curve; in most records, active means well fitted curve in the direction sought with a large enough effect; inconclusive means small, poorly fitted or top-dose-only effect, or another doubt; inactive means no such curve, though single readings can be large; an effect the other way counts as inactive or inconclusive. Unless noted, on the % scale 0 is the no-effect control and ±100 the full control effect; potency means the concentration at half of the fitted maximal effect. Not all compounds are listed; rates above refer to the full screens.
structure,FEN1 inhibitor,N370S GC mod,KAT2A inh
O=C(CN1CCN(Cc2ccccc2)CC1)Nc1ccc(F)c(F)c1,13%,2%,-15%
O=C(Nc1cc(Cl)ccc1Oc1ccccc1)C1=COCCO1,-8%,-3%,-13%
O=C(N/C(=C/c1ccc([N+](=O)[O-])cc1)C(=O)N1CCCC1)c1ccccc1,5%,-3%,-4%
Brc1ccc(/C=N/Nc2nc3ccccc3o2)cc1,0%,1%,-5%
CCC(=O)c1ccc(OCC(=O)NCC2COc3ccccc3O2)cc1 (stereo unspecified),-11%,.,-2%
Nc1nonc1-n1nnc(C(=O)N/N=C/c2ccncc2)c1CSc1ccc(Cl)cc1,3%,0%,1%
CCOP(=O)(OCC)C1NC(=O)N(c2ccccc2)C1=O (stereo unspecified),-10%,-16%,-3%
COc1cc(/C=N/NC(=O)CSCc2ccc([N+](=O)[O-])cc2)cc(OC)c1OC,3%,29%,?
COc1ccc(Cl)cc1NC(=O)c1cc(-c2ccc3c(c2)OCO3)on1,1%,.,2%
COc1ccc(S(=O)(=O)NC(C)C)cc1C(=O)N1CCOCC1,-1%,9%,0%
CCCCNC(=O)C1CCN(Cc2ccc(OCc3ccccc3)c(OC)c2)CC1,18%,-2%,-1%
COC(=O)c1ccc(C(=O)Nc2ccc(F)cc2)cc1,-4%,-23%,-6%
Cc1ccc(S(=O)(=O)CCC(=O)OCC(=O)c2c[nH]c3ccccc23)cc1,-6%,-2%,-2%
O=[N+]([O-])c1ccccc1S(=O)(=O)Nc1ccc(S(=O)(=O)Nc2nccs2)cc1,0%,0%,-3%
CCCn1c(-c2nonc2N)nc2ccccc21,-12%,9%,0%
Cc1c(C(=O)NCCC2=CCCCC2)cccc1[N+](=O)[O-],-7%,8%,3%
CCN(CC)C(=S)SCC(=O)Nc1nc(-c2ccccc2)c(-c2ccccc2)o1,-9%,3%,-11%
c1ccc(CCNc2ccccc2)cc1,.,-23%,0%
Cc1cccc(N2C(=O)CCC2=O)c1,-3%,2%,1%
CC(C)=CCN1CCN(Cc2coc3ccc(C)cc3c2=O)CC1CCO (stereo unspecified),-2%,-2%,-3%
CCOc1ccc(OCCCN(C)C)cc1,-1%,0%,-20%
O=C1c2ccccc2C(Nc2ccc3c(c2)OCCO3)N1c1ccccn1 (stereo unspecified),4%,2%,-12%
CCc1ccccc1N1CC(c2nc3ccccc3n2CCCCOc2ccccc2OC)CC1=O (stereo unspecified),-7%,.,-17%
CCCCOc1ccc(CSC(=N)N)cc1[N+](=O)[O-],3%,-15%,-7%
COc1ccc(NC(=O)CC2C(=O)NC3CCCCC3N2C(=O)c2ccc(F)cc2)cc1 (stereo unspecified),-1%,0%,0%
O=C(Nc1ccc(Nc2ccncc2)cc1)c1ccc([N+](=O)[O-])cc1,-15%,-5%,-5%
O=C1NC(=O)/C(=C\c2ccccc2OCc2cccc([N+](=O)[O-])c2)N1,-6%,1%,-2%
CC(C)n1cc(-c2ccc(Cl)cc2)cc(C#N)c1=O,-6%,-2%,-5%
O=Cc1ccc(OCc2ccc3ccccc3c2)cc1,-1%,-10%,?
CC(C)=CCN1CCN(C/C(Cl)=C/c2ccccc2)CC1CCO (stereo unspecified),-3%,-12%,0%
CC(C)Cc1nnc(NC(=O)CN2C(=O)NC3(CC(C)CC(C)(C)C3)C2=O)s1 (stereo unspecified),-3%,-2%,-5%
CCOC(=O)c1c(N)sc2c(OC)c(Br)ccc12,?,2%,.
CCOC(=O)c1ccc(N2C(=O)c3n[nH]c(-c4ccco4)c3C2c2ccc([N+](=O)[O-])cc2)cc1 (stereo unspecified),1%,?,-11%
CC(=O)c1c(C)oc2c1cc(NS(=O)(=O)c1c(C)cc(C)cc1C)c1ccccc12,0%,.,0%
CCOc1ccc(C2c3c(-c4ccccc4O)n[nH]c3C(=O)N2Cc2ccncc2)cc1 (stereo unspecified),-2%,.,1%
NS(=O)(=O)c1ccc(CNC(=O)c2ccncc2)cc1,-8%,0%,0%
Cc1coc2cc3oc(=O)c(CCC(=O)N[C@@H](CCCNC(N)=O)C(=O)O)c(C)c3cc12,11%,3%,-3%
CN(C)S(=O)(=O)c1cccc(NC(=O)c2ccc(NS(=O)(=O)c3cccs3)cc2)c1,14%,.,-7%
CCC(CC)c1nnc(NC(=O)C2CC(=O)N(CCc3ccc(F)cc3)C2)s1 (stereo unspecified),1%,-8%,-4%
O=C(c1cccc(F)c1)N1CCC[C@@]2(CCN(c3ncccn3)C2)C1,.,-3%,10%
COc1cccc(/C=N/Nc2ncc(C(F)(F)F)cc2Cl)c1O,8%,-7%,-4%
CCOc1ccc(N2CC(C(=O)NNC(=O)c3ccc(Br)cc3)CC2=O)cc1 (stereo unspecified),-1%,5%,-8%
O=C(O)c1cccc2c1C(=O)N(CC1CCCO1)C2 (stereo unspecified),-9%,8%,-11%
O=C(c1cc([N+](=O)[O-])[nH]n1)N1CCSCC1,7%,-4%,-6%
CC(=O)NC1=NN(C(C)=O)C(c2ccco2)S1 (stereo unspecified),-1%,0%,1%

# Single records, from the list above. Order of screens: FEN1 inhibitor	N370S GC mod	KAT2A inh
# Listed for CC(=O)c1c(C)oc2c1cc(NS(=O)(=O)c1c(C)cc(C)cc1C)c1ccccc12 → 0%	.	0%
# Listed for CC(=O)NC1=NN(C(C)=O)C(c2ccco2)S1 (stereo unspecified) → -1%	0%	1%

# Next entries.
structure,FEN1 inhibitor,N370S GC mod,KAT2A inh
CCOC(=O)/C(C#N)=C\c1ccc(OC)c(OC)c1,-5%,6%,-13%
CC(=O)NC(CC(=O)NCCOc1ccccc1F)c1ccccc1 (stereo unspecified),-1%,-3%,-2%
CCOC(=O)c1sc(N2C(=O)C(O)=C(C(=O)c3ccc(C)o3)C2c2ccc(OC)c(OC)c2)nc1C (stereo unspecified),2%,-5%,?
Cc1ccc(N(C)S(=O)(=O)c2c(C)[nH]c(C)c2C(=O)N2CCCC2)cc1,20%,-1%,-3%
COC(=O)c1cc(NC(=O)CC2NC3CCCCC3NC2=O)cc(C(=O)OC)c1 (stereo unspecified),-13%,15%,2%
Cc1ccc(C(C)(C)C)c(OCC(=O)NCCc2nc3ccccc3[nH]2)c1,-6%,.,-3%
CCc1cc(C(=O)N2CCCC(N3CCN(c4cccc(C(F)(F)F)c4)CC3)C2)n(C)n1 (stereo unspecified),-11%,-6%,-13%
Cc1ccc2nc(SCc3ccc([N+](=O)[O-])cc3)nc(C)c2c1,-8%,0%,-12%
CCOC(=O)C(NS(=O)(=O)c1ccccc1)(C(F)(F)F)P(=O)(OCC(C)C)OCC(C)C (stereo unspecified),-14%,-4%,-2%
O=C(COc1ccc(S(=O)(=O)N2CCCC2)cc1Cl)NCc1cccnc1,-3%,0%,1%
COc1ccc(S(=O)(=O)N2CCC(C(=O)NCCc3c[nH]c4ccccc34)CC2)cc1,-23%,-11%,0%
COCCCN1C(=O)C(=O)/C(=C(/O)c2ccc(S(=O)(=O)N3CCOCC3)cc2)C1c1ccc(Cl)cc1 (stereo unspecified),-14%,0%,-2%
Cc1nn(C)c(C)c1S(=O)(=O)N(CC(=O)NCCCOC(C)C)c1ccc(C(C)C)cc1,-4%,2%,-4%
CCOC(=O)c1ccc(N2CCN(c3ccc(F)cc3)CC2)c(NC(=O)Nc2ccc(CC)cc2)c1,11%,.,0%
CCOc1ccccc1N1CC(c2nc3ccccc3n2CCOc2ccccc2OC)CC1=O (stereo unspecified),-2%,.,-5%

# Sorted by length of the SMILES (falling): 15 of the compounds above.
structure,FEN1 inhibitor,N370S GC mod,KAT2A inh
COCCCN1C(=O)C(=O)/C(=C(/O)c2ccc(S(=O)(=O)N3CCOCC3)cc2)C1c1ccc(Cl)cc1 (stereo unspecified),-14%,0%,-2%
CCOC(=O)c1sc(N2C(=O)C(O)=C(C(=O)c3ccc(C)o3)C2c2ccc(OC)c(OC)c2)nc1C (stereo unspecified),2%,-5%,?
CCOC(=O)C(NS(=O)(=O)c1ccccc1)(C(F)(F)F)P(=O)(OCC(C)C)OCC(C)C (stereo unspecified),-14%,-4%,-2%
CCc1cc(C(=O)N2CCCC(N3CCN(c4cccc(C(F)(F)F)c4)CC3)C2)n(C)n1 (stereo unspecified),-11%,-6%,-13%
COc1ccc(S(=O)(=O)N2CCC(C(=O)NCCc3c[nH]c4ccccc34)CC2)cc1,-23%,-11%,0%
Cc1ccc(N(C)S(=O)(=O)c2c(C)[nH]c(C)c2C(=O)N2CCCC2)cc1,20%,-1%,-3%
COC(=O)c1cc(NC(=O)CC2NC3CCCCC3NC2=O)cc(C(=O)OC)c1 (stereo unspecified),-13%,15%,2%
CCOc1ccc(N2CC(C(=O)NNC(=O)c3ccc(Br)cc3)CC2=O)cc1 (stereo unspecified),-1%,5%,-8%
Cc1ccc(C(C)(C)C)c(OCC(=O)NCCc2nc3ccccc3[nH]2)c1,-6%,.,-3%
O=C(COc1ccc(S(=O)(=O)N2CCCC2)cc1Cl)NCc1cccnc1,-3%,0%,1%
Cc1ccc2nc(SCc3ccc([N+](=O)[O-])cc3)nc(C)c2c1,-8%,0%,-12%
CC(=O)NC(CC(=O)NCCOc1ccccc1F)c1ccccc1 (stereo unspecified),-1%,-3%,-2%
CCOC(=O)/C(C#N)=C\c1ccc(OC)c(OC)c1,-5%,6%,-13%
O=C(O)c1cccc2c1C(=O)N(CC1CCCO1)C2 (stereo unspecified),-9%,8%,-11%
CC(=O)NC1=NN(C(C)=O)C(c2ccco2)S1 (stereo unspecified),-1%,0%,1%

# (next part)
structure,FEN1 inhibitor,N370S GC mod,KAT2A inh
Cc1ccc(C)c(N2CCN(CCCNC(=O)Cn3cccc3C(=O)c3ccccc3C)CC2)c1,-8%,-14%,1%
COc1ccccc1-c1ccc(=O)n(CC(=O)NC(C)(C)C)n1,-3%,11%,0%
COc1ccc(C(CNC(=O)c2ccc(NS(=O)(=O)c3ccc(F)cc3)cc2)N2CCOCC2)cc1 (stereo unspecified),-5%,?,?
O=C(NNC(=O)c1cc2c(s1)CCCC2)c1ccccc1,-4%,-2%,-1%
N#Cc1ccc(S(=O)(=O)Nc2ccccc2N2CCOCC2)cc1,-3%,.,-2%
CCCS(=O)(=O)c1c(S(=O)(=O)CCC)c2cc(C(C)(C)C)ccn2c1C(=O)c1ccc(OC)c(OC)c1,8%,.,2%
CCC(C)NC(=O)CSc1nc2c(sc(=S)n2Cc2ccco2)c(=O)n1-c1ccccc1 (stereo unspecified),6%,3%,-4%
COCCn1c(C)cc(C(=O)CN2CCCCC2)c1C,-5%,-5%,-2%
Cc1nnc(C)n1/N=C/c1cccs1,-12%,7%,-9%
CCOC(=O)C1=C(CNCc2ccc(C)cc2)NC(=O)NC1c1cc(C)ccc1C (stereo unspecified),10%,10%,0%
CC(C)(C)c1ccc(C(=O)c2c[nH]c(C(=O)NCc3cccs3)c2)cc1,-4%,5%,0%
CC1(C)CC(NC(=O)CC(c2ccccc2)c2ccccc2)CC(C)(C)N1,-9%,27%,-6%
Cc1ccc2occ(-c3cc(-c4ccccc4)nc4c3COc3ccccc3-4)c(=O)c2c1,-5%,.,-10%
CCOc1ccc(C(=O)CCN2CCCCCC2)cc1,-1%,1%,-1%
CCOc1ccc(CNC(=O)c2cnc3sc(N(CC)CC)nn3c2=O)cc1,-1%,.,-3%
Cc1occc1C(=O)NNC(=O)c1ccc(S(=O)(=O)N(C)C)cc1,0%,.,-7%
C=CCN(c1ccc(C(=O)Nc2ccc(C)cc2)cc1)S(C)(=O)=O,-2%,-8%,-2%
Cc1ccc(S(=O)(=O)Nc2c(C)[nH]c(=O)[nH]c2=O)cc1C,7%,4%,2%
O=C(NNC1=NC2(CCCC2)Cc2ccccc21)c1cccnc1,-11%,-5%,-5%
CC(C)N(Cc1nc(-c2ccc(Cl)cc2)no1)C(=O)c1cccs1,-8%,?,-5%
O=C(CCS(=O)(=O)c1nc(-c2ccc3c(c2)OCO3)cc(C(F)(F)F)n1)Nc1ccc(F)cc1F,-18%,.,-9%
Fc1ccc(OCc2nnc(-c3ccccc3Br)o2)c(Cl)c1,2%,-7%,-5%
CCOC(=O)c1c(N)ssc1=S,-8%,-1%&-3%,-15%&-18%
O=C1C2CC=CCC2C(=O)N1Cc1nnc(-c2ccccc2Br)o1 (stereo unspecified),3%,10%,-4%
O=C1C2C3C=CC([C@@H]2C(=O)N1c1nccs1)C31CC1 (stereo partly specified),8%,-2%,-6%
Cc1cc(C)cc(C(=O)N2CCN(c3ccccn3)CC2)c1,3%,-8%,-1%
CCc1ccccc1NC(=O)N1CCc2cc(OC)c(OC)cc2C1CC(=O)OC (stereo unspecified),14%,.,23%
Cc1ccc(-c2nn(CC(=O)NC3CCCCC3)c3c2cnc2ccc(F)cc23)cc1C,17%,.,-16%
Cc1ccccc1OC(=O)c1cccnc1,27%,2%,-5%
CCCCN1C(=O)CC(N2CCOCC2)C1=O (stereo unspecified),43%[activator],-11%,-1%
